SIRT5 inh: blocks human SIRT5 desuccinylation of peptide. inhibition, % at 15 µM. actives 1.1% (n = 330,000). Q9NXA8. Purified SirT5, succinyl-peptide AMC, trypsin-coupled fluorescence; in the data active = inhibition above about 15%; inconclusive = no clear call, values can overlap the other calls
Target sequence (Q9NXA8 whole entry, looked up): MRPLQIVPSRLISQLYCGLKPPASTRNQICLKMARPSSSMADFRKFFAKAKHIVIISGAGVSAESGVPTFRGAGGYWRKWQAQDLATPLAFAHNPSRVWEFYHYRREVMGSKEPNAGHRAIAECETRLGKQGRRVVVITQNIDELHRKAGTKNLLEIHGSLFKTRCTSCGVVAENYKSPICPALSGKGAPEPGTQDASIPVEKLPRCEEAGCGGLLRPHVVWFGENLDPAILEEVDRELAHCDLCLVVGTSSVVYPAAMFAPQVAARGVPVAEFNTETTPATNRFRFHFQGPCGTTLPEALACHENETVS
ERp5 inh: ERp5 (human) disulfide isomerase inhibition | ERp5 insulin aggregation, absorbance 650 nm, 90 min | actives 0.05% (n = 350,000) | inhibition, % at 9.99 µM | Q15084 | AID 651711;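 active = mean replicate inhibition above about 25%, with every replicate also reaching it, limit read from the data, passing the limit was not always enough; inconclusive = only one of those two criteria met; inactive = neither criterion met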
Target sequence (Q15084 whole entry, looked up): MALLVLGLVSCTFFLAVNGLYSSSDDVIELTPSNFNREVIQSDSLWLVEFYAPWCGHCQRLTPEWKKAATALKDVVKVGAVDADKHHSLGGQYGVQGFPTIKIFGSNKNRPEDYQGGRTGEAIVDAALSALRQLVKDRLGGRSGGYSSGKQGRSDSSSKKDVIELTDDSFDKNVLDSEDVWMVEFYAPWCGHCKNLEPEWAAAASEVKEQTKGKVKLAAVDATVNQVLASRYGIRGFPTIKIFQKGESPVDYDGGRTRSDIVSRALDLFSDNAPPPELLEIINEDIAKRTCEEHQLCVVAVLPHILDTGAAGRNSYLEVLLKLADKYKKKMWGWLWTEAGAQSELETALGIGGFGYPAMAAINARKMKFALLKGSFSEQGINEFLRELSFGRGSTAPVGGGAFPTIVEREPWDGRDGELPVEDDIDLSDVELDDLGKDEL
C2C12 statin: protects C2C12 myotubes from simvastatin toxicity | rescue of ATP level, % at 7.49 µM | actives 0.78% (n = 330,000) | ATP luminescence, 48 h; scaled: DMSO 0, geranylgeraniol control 100;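 active = mean ATP rescue above about 67%, or every replicate alone reaching that limit, limit read from the data, passing the limit was not always enough; inconclusive = no clear call, values can overlap the other calls; inactive = mean under the limit and some replicate under it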;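 note: myotubes were challenged with 10 µM simvastatin during compound exposure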
Cneo AK release: Cryptococcus neoformans lysis via adenylate kinase release; C. neoformans lysis, adenylate kinase release luminescence, 4 h; normalised: neutral wells 0, clomiphene wells 100; lysis activity, % at 15 µM; actives 0.2% (n = 360,000); AID 651654;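 active = mean lysis activity across replicates of at least 80%, whatever share of replicates individually reach that level; inactive = mean lysis activity below 80%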
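Material: C. neoformans cells | Amount: Yeast cell density of 5 × 10^6 cells/mL | Medium: Fresh YPD growth medium | Dosing: Single dose | Times: Static 4 h at 37 °C with compound, 1 h detection | Detection: AK luminescence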
esBAF inh: blocks esBAF chromatin remodeling in mouse ES cells; Bmi1-luciferase knock-in reporter, 24 h; 100% = twice the neutral-well signal; reporter increase, % at 12.5 µM; actives 2% (n = 350,000); in the data active = activation above about 40%; inconclusive = no clear call, values can overlap the other calls;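 note: 0% = median of the plate's neutral control wells and 100% = double that signal; a rise in the Bmi1 reporter signal indicates esBAF inhibition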
miR122 inh: blocks miR-122 activity in Huh7 sensor cells. actives 0.3% (n = 340,000). Huh7 miR-122 Renilla luciferase sensor, 48 h; neutral wells = 0, positive control = 100. activation (reporter increase), % at 12.5 µM;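 active = mean replicate activation score at least 90 and every replicate individually at or above 90; inconclusive = only one of the two criteria met; inactive = neither criterion met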;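 note: higher luciferase means less miR-122 activity so hits act as miR-122 inhibitors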
ARNT-TACC3 inh: disrupts binding between human ARNT and TACC3 | AlphaScreen His-ARNT PAS-B/GST-TACC3 binding, luminescence; TACC3 fragment carries E629A point mutation | Q9Y6A5 | inhibition, % at 9.99 µM | AID 623870 | actives 0.66% (n = 390,000);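 active = mean inhibition of replicates at least 50% and at least half of replicates each reaching 50%; inconclusive = half or more replicates reach 50% but mean below 50%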;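 note: 0% = complete ARNT plus TACC3 wells and 100% = ARNT alone without TACC3; many hits fall short of the cut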
Numbers without * were called inactive; u = inconclusive; x = not tested or not shown; [ ] = another dose, or the depositor's remark.

SMILES	SIRT5 inh	ERp5 inh	C2C12 statin	Cneo AK release	esBAF inh	miR122 inh	ARNT-TACC3 inh
CCC(C)(C)NC(=O)CN(Cc1ccccc1Cl)C(=O)CCC(=O)Nc1cc(C)ccn1	3	4	2	0	1	-1	-2
CCN1C(=O)c2cccc3c(S(=O)(=O)NCCc4c[nH]c5ccccc45)ccc1c23	x	x	10	0	-11	498*	1
COCn1c(-c2ccccc2)nc2ccccc21	x	x	-1	0	11	-6	1
CC=Cc1ccc2n(c1=O)C[C@@H]1[C@@H](CO)[C@H](C(=O)NCc3ccc4c(c3)OCO4)[C@H]2N1C(=O)COC (mixture of isomers)	-6	4	16	-3	0	x	-1
CN1[C@@H]2c3ccc(-c4cccc(F)c4)c(=O)n3C[C@@H]2[C@@H](CO)[C@@H]1C(=O)NC1CCCCC1	1	1	-13	-9	2	-3[16.7 µM]	-6
COc1ccc(/C=C/C(=O)Nc2ccc(-c3nnc4n3CCCCC4)cc2)c(OC)c1	1	-4	x	x	x	x	4
Cc1c(C(=O)OCC(=O)NC2CCCCC2)oc2ccccc12	0	-1	5	1	-1	-4	-14
C[C@H](CO)N1C[C@H](C)[C@@H](CN(C)Cc2ccc(C(F)(F)F)cc2)Oc2ccc(NC(=O)Cn3cnnn3)cc2C1=O	-6	-3	17	-3	1	-3[16.7 µM]	2
O=C(NCC[C@H]1CC[C@H](NC(=O)C2CCCC2)[C@H](CO)O1)c1ccc(F)cc1	7	-1	0	-4	5	-12[16.7 µM]	-7
CCOC(=O)C1=C(C)N(C[C@@H]2CC[C@@H](Cc3ccc(-c4ccccc4)cc3)O2)C(=O)NC1c1ccc(C(F)(F)F)cc1 (stereo partly specified)	-6	2	-4	2	5	x	-3

Structural class, the compounds so far containing a CF3 group
SMILES	SIRT5 inh	ERp5 inh	C2C12 statin	Cneo AK release	esBAF inh	miR122 inh	ARNT-TACC3 inh
C[C@H](CO)N1C[C@H](C)[C@@H](CN(C)Cc2ccc(C(F)(F)F)cc2)Oc2ccc(NC(=O)Cn3cnnn3)cc2C1=O	-6	-3	17	-3	1	-3[16.7 µM]	2
CCOC(=O)C1=C(C)N(C[C@@H]2CC[C@@H](Cc3ccc(-c4ccccc4)cc3)O2)C(=O)NC1c1ccc(C(F)(F)F)cc1 (stereo partly specified)	-6	2	-4	2	5	x	-3

(listing goes on)
SMILES	SIRT5 inh	ERp5 inh	C2C12 statin	Cneo AK release	esBAF inh	miR122 inh	ARNT-TACC3 inh
COc1ccc(C(C)C)cc1S(=O)(=O)Nc1cccnc1	x	-3	5	3	4	67	x
COc1ccc(NC(=O)C2CCCN(S(C)(=O)=O)C2)cc1Cl (stereo unspecified)	-5	-4	16	0	-9	0	-4
N#Cc1ccccc1S(=O)(=O)N1CCN(C(=O)C2CCCC2)CC1	-1	2	-7	-1	-4	-5	-4
COCCn1c(N)c(N(Cc2ccccc2)C(=O)C2CCCCC2)c(=O)[nH]c1=O	-4	6	x	x	x	x	-3
CCCNC(=O)C[C@H]1CC[C@H]2[C@H](COc3ccc(NC(=O)c4ccc5c(c4)OCO5)cc3C(=O)N2C)O1	-2	1	14	-2	1	u	1
CCC(=O)Nc1ccc2c(c1)C(=O)N(C)C[C@@H](OC)[C@@H](C)CN(Cc1ccccn1)[C@@H](C)CO2	2	-5	3	60	-7	12[16.7 µM]	-2
COc1ccc(-c2nc(CCNC(=O)c3cccs3)cs2)cc1	-4	2	1	-5	-9	0	0
COc1ccc(CN(C)C[C@@H]2Oc3c(NC(=O)NC(C)C)cccc3C(=O)N([C@H](C)CO)C[C@@H]2C)cc1	-2	3	7	56	4	6[16.7 µM]	-8
C[C@@H]1CN([C@@H](C)CO)C(=O)c2cc(NC(=O)C3CCCCC3)ccc2O[C@H]1CN(C)S(C)(=O)=O	0	4	-15	-1	-2	-3[16.7 µM]	-1
COc1ccc([N+](=O)[O-])cc1NC(=O)C1CCCN1S(=O)(=O)c1cccs1 (stereo unspecified)	-1	0	-3	-1	2	-3	3
C[C@H]1CN([C@@H](C)CO)C(=O)c2cc(NS(C)(=O)=O)ccc2O[C@@H]1CN(C)C(=O)Nc1ccccc1	-2	-2	24	2	2	0[16.7 µM]	x
O=C(OCCCN=C1NS(=O)(=O)c2ccccc21)c1cccs1	-4	-1	9	0	-2	-7	2
O=c1ccc(-c2nc3cc(Cl)ccc3n2Cc2ccccc2)c[nH]1	-2	-2	24	x	7	0	6
O=C(CCc1nc2ccccc2c(=O)[nH]1)Nc1cc(Cl)ccc1N1CCCCC1	2	-2	-4	0	0	10	-12
COc1ccc(NC(=O)N(C)C[C@H]2Oc3ccc(NS(=O)(=O)c4cn(C)cn4)cc3CC(=O)N([C@@H](C)CO)C[C@@H]2C)cc1	4	3	-5	0	-4	18[16.7 µM]	4
O=C(CCn1cnc2ccccc2c1=O)Nc1nc(-c2ccc(Br)cc2)cs1	-6	-2	x	x	x	x	0
C[C@@H]1CN([C@@H](C)CO)S(=O)(=O)c2ccc(-c3ccc(C(=O)N(C)C)cc3)cc2O[C@H]1CN(C)C(=O)Nc1ccccc1F	0	6	3	0	6	-8[16.7 µM]	-6
COc1ccc(NC(=O)N[C@H]2CC[C@H](CCn3cc(C4(O)CCCC4)nn3)O[C@H]2CO)cc1	-2	8	6	1	2	x	-5
O=c1onc(-c2ccc(Cl)cc2Cl)n1-c1cccnc1	-4	3	-4	2	3	2	1
Cc1cc2oc(C(=O)Nc3ccc(S(=O)(=O)Nc4onc(C)c4C)cc3)cc(=O)c2cc1Cl	-3	1	6	3	2	-2	29

Part of the list above in order of count of non-hydrogen atoms, ascending:
SMILES	SIRT5 inh	ERp5 inh	C2C12 statin	Cneo AK release	esBAF inh	miR122 inh	ARNT-TACC3 inh
O=c1onc(-c2ccc(Cl)cc2Cl)n1-c1cccnc1	-4	3	-4	2	3	2	1
O=C(OCCCN=C1NS(=O)(=O)c2ccccc21)c1cccs1	-4	-1	9	0	-2	-7	2
O=c1ccc(-c2nc3cc(Cl)ccc3n2Cc2ccccc2)c[nH]1	-2	-2	24	x	7	0	6
COc1ccc([N+](=O)[O-])cc1NC(=O)C1CCCN1S(=O)(=O)c1cccs1 (stereo unspecified)	-1	0	-3	-1	2	-3	3
O=C(CCn1cnc2ccccc2c1=O)Nc1nc(-c2ccc(Br)cc2)cs1	-6	-2	x	x	x	x	0
O=C(CCc1nc2ccccc2c(=O)[nH]1)Nc1cc(Cl)ccc1N1CCCCC1	2	-2	-4	0	0	10	-12
COc1ccc(NC(=O)N[C@H]2CC[C@H](CCn3cc(C4(O)CCCC4)nn3)O[C@H]2CO)cc1	-2	8	6	1	2	x	-5
C[C@@H]1CN([C@@H](C)CO)C(=O)c2cc(NC(=O)C3CCCCC3)ccc2O[C@H]1CN(C)S(C)(=O)=O	0	4	-15	-1	-2	-3[16.7 µM]	-1
C[C@H]1CN([C@@H](C)CO)C(=O)c2cc(NS(C)(=O)=O)ccc2O[C@@H]1CN(C)C(=O)Nc1ccccc1	-2	-2	24	2	2	0[16.7 µM]	x
COc1ccc(CN(C)C[C@@H]2Oc3c(NC(=O)NC(C)C)cccc3C(=O)N([C@H](C)CO)C[C@@H]2C)cc1	-2	3	7	56	4	6[16.7 µM]	-8
COc1ccc(NC(=O)N(C)C[C@H]2Oc3ccc(NS(=O)(=O)c4cn(C)cn4)cc3CC(=O)N([C@@H](C)CO)C[C@@H]2C)cc1	4	3	-5	0	-4	18[16.7 µM]	4

Further compounds.
SMILES	SIRT5 inh	ERp5 inh	C2C12 statin	Cneo AK release	esBAF inh	miR122 inh	ARNT-TACC3 inh
O=C(CCN1CCc2ccccc2C1)Nc1ccc(F)cc1	x	x	2	0	3	-4	-5
Cc1ccccc1NC(=O)Cc1nc(COC(=O)c2ccc(S(C)(=O)=O)c([N+](=O)[O-])c2)cs1	0	9	-3	-1	4	-19	7
Cc1nc2ccc(NC(=O)C3CCN(S(=O)(=O)c4cccs4)CC3)cc2s1	x	x	-4	-2	8	-5	5
O=C(C[C@@H]1C[C@H]2c3cc(NC(=O)CC4CC4)ccc3O[C@H]2[C@@H](CO)O1)NCC(F)(F)F	-1	-4	2	2	-1	4[16.7 µM]	-1
O=C(Nc1cccc(Cl)c1)N[C@@H]1CC[C@H](CCNC(=O)C2CCOCC2)O[C@@H]1CO	-3	-1	1	-4	4	x	-11

Screens deposited in PubChem by Broad Institute.
